# NR5A2 inv ag – inverse agonists of human LRH-1 (NR5A2) | HEK293T StAR-luciferase reporter, LRH-1 transfected, 24 h | O00482 | AID 602396 | 360,000 tested, 0.13% active | inhibition, % at 3.6 µM;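 active = inhibition above the mean inhibition of all tested compounds plus 3 SD, cut at about 73% in these data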;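 note: 0% = DMSO wells and 100% = reporter-only cells lacking LRH-1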
# Target sequence (O00482 whole entry, looked up): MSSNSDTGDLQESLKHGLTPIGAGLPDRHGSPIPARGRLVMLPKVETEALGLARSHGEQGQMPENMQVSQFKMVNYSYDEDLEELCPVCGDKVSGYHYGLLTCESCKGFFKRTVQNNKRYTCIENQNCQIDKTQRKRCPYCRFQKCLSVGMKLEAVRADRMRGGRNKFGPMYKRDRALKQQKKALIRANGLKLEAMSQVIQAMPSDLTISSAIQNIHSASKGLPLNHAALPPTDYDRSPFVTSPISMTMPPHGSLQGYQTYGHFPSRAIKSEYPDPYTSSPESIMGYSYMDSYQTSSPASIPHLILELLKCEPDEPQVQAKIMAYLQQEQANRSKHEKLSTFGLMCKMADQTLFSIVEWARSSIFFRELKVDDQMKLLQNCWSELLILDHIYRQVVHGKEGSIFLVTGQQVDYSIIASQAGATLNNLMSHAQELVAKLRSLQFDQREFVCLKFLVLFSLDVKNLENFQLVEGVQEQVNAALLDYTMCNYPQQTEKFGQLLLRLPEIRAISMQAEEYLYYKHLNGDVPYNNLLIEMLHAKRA
# KKLEB cytotox – CF airway cell cytotoxicity counter-screen; 360,000 tested, 0.36% active; activity change (cytotoxicity), % at 5 µM; AID 602141; KKLEB CF airway cells viability, ATPlite luminescence, overnight; active compounds read low; cells stimulated with P. aeruginosa culture filtrate;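 active = corrected activity change at or below -50% at 5 µM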
# CF NFkB block – inhibitors of cystic fibrosis induced NF-kB; KKLEB NF-kB-GFP reporter, PAF-induced, GFP fluorescence overnight; inhibition, % at 5 µM; 360,000 tested, 0.86% active;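 active = at least 50% inhibition at 5 µM, scaled per plate between neutral and stimulator controls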;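 note: PAF is a Pseudomonas aeruginosa culture filtrate used as stimulus; plate controls were PAF-stimulated DMSO wells for no effect and unstimulated DMSO wells for full effect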
# NR2F2 inh – NR2F2 (human) inhibition, primary screen; P24468; HEK293T NGFI-A luciferase reporter, luminescence; inhibition, % at 8.6 µM; 370,000 tested, 0.7% active; AID 686940;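 active = inhibition above a per-plate cutoff, mean inhibition of test wells between control levels plus 3 SD, cut at about 38% in these data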;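 note: cells cotransfected with COUP-TFII expression vector driving the NGFI-A reporter; 0% = median of COUP-TF2 test wells and 100% = reporter-only cells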
# Target sequence (P24468 whole entry, looked up): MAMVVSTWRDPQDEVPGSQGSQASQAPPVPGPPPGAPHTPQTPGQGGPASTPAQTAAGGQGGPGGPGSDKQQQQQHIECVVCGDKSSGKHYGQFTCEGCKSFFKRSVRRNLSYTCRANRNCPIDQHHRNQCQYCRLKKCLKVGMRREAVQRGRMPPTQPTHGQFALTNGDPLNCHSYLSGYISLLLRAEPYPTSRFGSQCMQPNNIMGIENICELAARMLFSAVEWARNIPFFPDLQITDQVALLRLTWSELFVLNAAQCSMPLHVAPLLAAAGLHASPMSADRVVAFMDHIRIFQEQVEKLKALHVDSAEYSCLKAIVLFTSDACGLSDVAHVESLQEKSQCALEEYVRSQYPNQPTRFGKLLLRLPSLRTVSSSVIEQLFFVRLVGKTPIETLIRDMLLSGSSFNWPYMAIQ
# Shn3 inh set2 – reduces Shn3 3'UTR luciferase signal in osteoblasts; Clone20 osteoblast Shn3 3'UTR firefly luciferase, 24 h; 360,000 tested, 0.52% active; AID 588674; inhibition, % at 12.5 µM;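 active = mean inhibition of at least 75% with every replicate also reaching 75%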;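 note: 0% = median of neutral control wells and 100% = pilot-screen positive control compound; some compounds past the cut are filed as inactive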
# TROY signal inh – blocks TROY-dependent signaling in reporter cells | AID 1347056 | inhibition, % at 10 µM | 360,000 tested, 0.98% active | Q293 LMP1-TROYcd NF-kB luciferase reporter, 4 h;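 active = compounds whose plate-normalised and pattern-corrected inhibition of the luciferase reporter signal at the single screening dose is 50% or more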
# TRAIL sens C8 – caspase-8 TRAIL sensitization; NB7+C8 cells + TRAIL, ATPlite viability luminescence; inhibition (viability loss, TRAIL sensitization), % at 10 µM; 360,000 tested, 1% active; AID 624354;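 active = compounds causing at least 50% loss of cell viability in the single-dose screen, relative to plate controls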
# SRC1 inh – inhibits human SRC1 coactivator; HEK293 GAL4-SRC1 luciferase reporter, luminescence; inhibition, % at 3.6 µM; 360,000 tested, 0.12% active; AID 588354;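 active = inhibition above the campaign mean plus 3 SD, with each screening campaign given its own cutoff, cut at about 60% in these data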;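 note: 0% = DMSO treated cells and 100% = gossypol at 36 µM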
# LMP1 NFkB inh – Epstein-Barr LMP1 NF-kappaB reporter inhibition. LMP1-induced NF-kappaB luciferase reporter cells, luminescence. inhibition, % at 12.5 µM. 350,000 tested, 0.69% active; in the data active = inhibition above about 41%;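 note: 0% = neutral control wells and 100% = reference inhibitor control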
# TWEAK Fn14 block – inhibitors of TWEAK-Fn14 interaction signaling; TWEAK-stimulated Fn14 reporter cells, luciferase luminescence, 8 h; inhibition, % at 10 µM; 360,000 tested, 2% active; in the data active = inhibition above about 50%
# SRC3 inh – inhibitors of human steroid receptor coactivator 3 (SRC3); Q9Y6Q9; HEK293 GAL4-SRC3 luciferase reporter, luminescence; inhibition, % at 3.6 µM; 360,000 tested, 0.17% active; AID 588352;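 active = inhibition above a per-campaign cutoff, the mean of all compounds plus 3 SD, cut at about 60% in these data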;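 note: 0% = DMSO-treated cells and 100% = gossypol-treated cells at 36 µM; higher means less SRC3-driven luciferase light from the GAL4 reporter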
# * marks the source's active call; other numbers are inactive results; . = no result given.
SMILES,NR5A2 inv ag,KKLEB cytotox,CF NFkB block,NR2F2 inh,Shn3 inh set2,TROY signal inh,TRAIL sens C8,SRC1 inh,LMP1 NFkB inh,TWEAK Fn14 block,SRC3 inh
O=C(CSc1nc2ccccc2[nH]1)NC1CCS(=O)(=O)C1 (stereo not drawn),8,-3,-15,0,9,11,-10,-5,8,10,3
CCOc1ccc2nc(N(CCN(CC)CC)C(=O)c3cccc([N+](=O)[O-])c3)sc2c1,-5,-14,-4,7,16,11,1,-1,0,-19,-4
Cc1ccc(NC(=O)CSc2nc(=O)n(CCCN3CCOCC3)c3c2CCCC3)cc1,15,-12,3,10,5,17,16,-7,4,-5,8
COCCNS(=O)(=O)c1ccc2c(c1)Cc1cc(S(=O)(=O)NCCOC)ccc1-2,-2,4,-13,5,-13,-1,7,-7,6,3,-11
CC(C)C(=O)Nc1nnc(CCc2nnc(NC(=O)C(C)C)s2)s1,10,-6,-9,3,-5,12,-7,6,-1,14,5
COc1cc(CNn2cn[nH]c2=S)ccc1OCC(=O)NC(C)(C)C,2,3,-14,-1,19,20,-10,3,6,-2,-23
CN(C)S(=O)(=O)Oc1ccc(Cl)cc1C(=O)Nc1ccc(F)cc1F,0,6,-13,-1,4,-20,-5,-17,3,-18,4
Cc1ccc(N2C(=O)N3[C@H](c4ccc(F)cc4)[C@@H]4C(=O)N(C5CCCCC5)C(=O)[C@@H]4[C@]3(C)C2=O)cc1,10,-4,-4,.,-3,-13,-7,6,2,6,11
CN1CCN(c2ccc(CNC(=O)c3cc4ccccc4o3)cc2)CC1,-1,-7,-3,-9,-23,-29,7,-2,-12,-12,4
COc1cccc(S(=O)(=O)Nc2cccc(C(=O)N3CCOCC3)c2)c1,-5,4,-8,-8,8,5,-17,6,-3,12,-12
COc1ccc(C(=O)N2CCNC(=O)C2)cc1S(=O)(=O)Nc1ccc(Br)cc1,-20,11,2,-11,3,3,-10,2,-5,13,-7
CCOc1ccc(CN(Cc2ccco2)C(c2cccs2)c2nnnn2C(C)(C)C)cc1 (stereo not drawn),7,-5,11,18,50,-6,2,13,2,15,1
CC(=O)Nc1cccc(NC(=O)NC2CC(=O)N(c3ccc4c(c3)OCCO4)C2)c1 (stereo not drawn),10,-1,27,8,-16,-7,3,6,1,-7,5
C/C(=N\NC(=O)c1ccc(Cn2cc(Br)cn2)o1)c1ccc(NC(=O)c2ccoc2C)cc1,-84,-9,19,-17,-12,-29,32,-77,-25,-2,-42
CC(=N\Nc1ccccc1)/C(=N/O)C(=O)Nc1ccccc1,10,4,-6,-4,-11,13,-11,-3,-8,0,10
CC(=O)N(CCC(Cc1ccccc1)c1ccco1)Cc1ccco1 (stereo not drawn),-16,6,-3,4,.,6,-5,-2,-1,14,6
CCCCn1c(SCC(=O)Nc2sc3c(c2C(N)=O)CCC3)nnc1-c1ccccc1,20,1,12,28,8,-15,-9,-5,0,0,9
COCCCN(C(=O)CCOc1ccc(C)cc1)c1c(N)n(Cc2ccccc2)c(=O)[nH]c1=O,-8,3,1,-5,12,11,10,-8,-2,-9,9
Cc1cc(=O)n2nc(N3CCCC(C(=O)NCCC4=CCCCC4)C3)sc2n1 (stereo not drawn),7,-8,1,4,-7,0,10,-5,3,9,20
O=C(O)CCc1ccc(-c2cccs2)n1Cc1ccco1,-5,20,-13,8,-19,3,7,-8,-4,4,1
Cc1nc([N+](=O)[O-])c(N2CCN(Cc3ccccc3)CC2)n1Cc1ccccc1,-5,2,-13,6,1,10,-3,-2,-5,-10,3
O=C(CSc1nc2ccccc2c(=O)n1Cc1ccccc1)NCc1ccco1,-4,-1,13,2,22,8,2,7,2,0,16
CCOC(=O)c1nnn(-c2nonc2N)c1COc1ccc(F)cc1,1,-2,0,-4,16,-31,7,1,-1,-6,-1
Cc1cccc2sc(N(CCCN(C)C)C(=O)CCc3ccccc3)nc12,-7,-15,22,-4,-7,-23,16,-4,-10,-20,13
Cc1cc(C(=O)N2CCN(c3ccccc3O)CC2)c(C)o1,-12,8,3,18,-17,-12,1,-20,0,-3,-5

# 13 compounds out of the list, sorted by formula weight, smallest number first.
SMILES,NR5A2 inv ag,KKLEB cytotox,CF NFkB block,NR2F2 inh,Shn3 inh set2,TROY signal inh,TRAIL sens C8,SRC1 inh,LMP1 NFkB inh,TWEAK Fn14 block,SRC3 inh
Cc1cc(C(=O)N2CCN(c3ccccc3O)CC2)c(C)o1,-12,8,3,18,-17,-12,1,-20,0,-3,-5
O=C(O)CCc1ccc(-c2cccs2)n1Cc1ccco1,-5,20,-13,8,-19,3,7,-8,-4,4,1
O=C(CSc1nc2ccccc2[nH]1)NC1CCS(=O)(=O)C1 (stereo not drawn),8,-3,-15,0,9,11,-10,-5,8,10,3
CC(=O)N(CCC(Cc1ccccc1)c1ccco1)Cc1ccco1 (stereo not drawn),-16,6,-3,4,.,6,-5,-2,-1,14,6
CN1CCN(c2ccc(CNC(=O)c3cc4ccccc4o3)cc2)CC1,-1,-7,-3,-9,-23,-29,7,-2,-12,-12,4
COc1cccc(S(=O)(=O)Nc2cccc(C(=O)N3CCOCC3)c2)c1,-5,4,-8,-8,8,5,-17,6,-3,12,-12
Cc1cccc2sc(N(CCCN(C)C)C(=O)CCc3ccccc3)nc12,-7,-15,22,-4,-7,-23,16,-4,-10,-20,13
O=C(CSc1nc2ccccc2c(=O)n1Cc1ccccc1)NCc1ccco1,-4,-1,13,2,22,8,2,7,2,0,16
CCOc1ccc2nc(N(CCN(CC)CC)C(=O)c3cccc([N+](=O)[O-])c3)sc2c1,-5,-14,-4,7,16,11,1,-1,0,-19,-4
CCOc1ccc(CN(Cc2ccco2)C(c2cccs2)c2nnnn2C(C)(C)C)cc1 (stereo not drawn),7,-5,11,18,50,-6,2,13,2,15,1
CCCCn1c(SCC(=O)Nc2sc3c(c2C(N)=O)CCC3)nnc1-c1ccccc1,20,1,12,28,8,-15,-9,-5,0,0,9
COCCCN(C(=O)CCOc1ccc(C)cc1)c1c(N)n(Cc2ccccc2)c(=O)[nH]c1=O,-8,3,1,-5,12,11,10,-8,-2,-9,9
Cc1ccc(N2C(=O)N3[C@H](c4ccc(F)cc4)[C@@H]4C(=O)N(C5CCCCC5)C(=O)[C@@H]4[C@]3(C)C2=O)cc1,10,-4,-4,.,-3,-13,-7,6,2,6,11

# Carrying on:
SMILES,NR5A2 inv ag,KKLEB cytotox,CF NFkB block,NR2F2 inh,Shn3 inh set2,TROY signal inh,TRAIL sens C8,SRC1 inh,LMP1 NFkB inh,TWEAK Fn14 block,SRC3 inh
C[C@@H]1CN([C@H](C)CO)C(=O)CCCn2nncc2CO[C@@H]1CN(C)S(=O)(=O)c1ccccc1C#N,-11,5,3,1,-17,-13,-3,13,4,5,17
O=C1CC(c2ccccc2)CC(O)=C1C=NCc1ccncc1 (stereo not drawn),-23,-4,13,5,-5,-3,-1,-22,8,11,-4
O=C(O)C1CC(=O)N(c2ccc(F)c(F)c2)C1 (stereo not drawn),6,1,-4,-9,-10,-25,-16,9,-6,12,0
CS(=O)(=O)N1CCN(c2ccc(NC(=S)NC(=O)c3ccccc3[N+](=O)[O-])cc2)CC1,9,-1,-1,-5,18,10,8,-6,-2,-35,15
Cc1nc(-c2cccc(NC(=O)C3CCCCC3)c2)cs1,-17,-1,6,2,-12,0,-18,3,-19,0,5
CCCCN(C(=O)c1cccc(N2C(=O)c3ccccc3C2=O)c1)c1c(N)n(CCCC)c(=O)[nH]c1=O,3,-4,-9,11,-7,12,-12,-4,-7,-16,-4
Nc1nonc1-n1nnc(C(=O)N/N=C/c2ccc(Cl)cc2Cl)c1CN1CCCC1,21,4,17,0,-11,7,-4,-27,3,12,-17
CN(Cc1ccc2nonc2c1)Cc1nc(Cc2cccc(F)c2)no1,19,12,-8,3,8,4,1,-9,-6,6,-9
Cc1cc(C(=O)NNC(=O)COc2ccccc2Cl)n[nH]1,0,7,13,2,-1,-1,-3,-8,-2,8,-18
Cc1ccc(S(=O)(=O)N2CCOCC2)cc1C(=O)OCC(=O)N1CCc2ccccc2C1,2,-7,-1,4,-2,19,15,-9,-6,-6,4
COc1cc(C(=O)NCC2CCCO2)ccc1OCc1ccccc1Cl (stereo not drawn),-4,12,-14,9,11,-14,1,-9,-4,-6,-18
CC1CCN(S(=O)(=O)c2ccc3c(c2)N(C)C(=O)CC(=O)N3C)CC1,-9,16,-3,-15,4,13,11,10,-6,-3,-5
O=C(NNC(=O)c1ccc(-n2cncn2)c([N+](=O)[O-])c1)c1ccc(Cl)cc1,22,6,-5,2,-6,-40,17,6,2,-9,19
CC(C)Oc1ccc(OCCNC2CCCC2)cc1,-14,8,-9,-13,-22,-11,10,-1,-9,-8,-9
CCOC(=O)c1sc(NC(=O)CCN2CCCCCC2)c(C(=O)OCC)c1C,-6,-10,4,1,-17,-39,-1,-2,11,-49,-2
COc1ccc(CCNc2nc(-c3ccc(O)cc3)cs2)cc1OC,-5,-9,6,9,5,11,-6,-3,4,9,0
CCS(=O)(=O)c1ccc2oc(SCC(=O)Nc3ccc(OC)cc3)nc2c1,-7,-1,2,-5,-17,-6,-2,4,-14,4,-4
O=C(Cn1nc(C(=O)O)c2ccccc2c1=O)Nc1cccc(S(=O)(=O)N2CCCC2)c1,8,6,-4,19,-9,12,12,-5,-7,-31,20
Cc1ccc(OCCOC(=O)Cn2nc(C)c([N+](=O)[O-])c2C)cc1,20,9,14,-3,-10,-8,-2,6,1,-10,0
Cc1ccc(S(=O)(=O)NCc2ccc(C(=O)NCCCN3CCC(Cc4ccccc4)CC3)cc2)cc1,14,-1,-1,18,7,16,-3,-6,0,-3,20
O=C(Nc1ccc2c(c1)C(=O)NC2=O)c1cccc(C(F)(F)F)c1,11,1,-7,-20,2,-5,-9,-5,-16,-10,-14
O=C(Nc1ccc(N2CCOCC2)cc1N1CCOCC1)c1cccc([N+](=O)[O-])c1,4,-6,7,-10,-2,14,-12,-4,2,-4,4
CN1CCc2cc3c(c4c2[C@H]1[C@H](O)c1ccccc1-4)OCO3,10,8,-349,-9,-45,-34,25,-38,-30,-28,-1
COc1ccc2cc(C(=O)C3CCCN(C(=O)/C=C/c4ccccn4)C3)ccc2c1 (stereo not drawn),9,-6,17,-1,5,-15,-1,-15,-1,5,0
CCc1cc(=O)oc2cc(OC(C)C(=O)NCCCn3ccnc3)ccc12 (stereo not drawn),7,1,8,-11,-6,11,6,2,-3,-8,-19
CCc1nc(C)cn1S(=O)(=O)c1ccc2c(c1)OCCO2,-12,-3,-13,-14,-5,-1,-26,-65,0,5,11

# Not all compounds are listed; rates above refer to the full screens.
